# Bioassay records from PubChem BioAssay.
# uPA generation = inhibitors of cell surface uPA generation | cell surface uPA generation assay, qHTS | Potency, µM (highest dose often 38.3 µM), for inactives: at the highest dose activity change, negative = inhibition, hits mostly inhibitors | 330,000 compounds, 0.31% hits | AID 540303; active means well fitted inhibition curve with a large enough effect; inconclusive means small, poorly fitted or top-dose-only effect; inactive means no such curve, though single readings can be large or run the other way; tested in mouse RAW 264.7 cells; further: potency means the concentration at half of the fitted maximal effect; on the % scale 0 is the no-effect control and ±100 the full control effect; nearly all actives have a fitted effect of over 55% in size
# ELG1 DNA repair = inhibitors of ELG1-dependent DNA repair in HEK293T cells | Potency, µM (doses to about 46.1 µM), without a hit: at the highest dose activity change, negative = inhibition, actives largely listed as inhibitors | 330,000 compounds, 2.3% hits | HEK293T ELG1-luciferase reporter, luminescence, 16 h; DNA damage induced by 5-fluorouridine; further: potency means the concentration at half of the fitted maximal effect; on the % scale 0 is the no-effect control and ±100 the full control effect; nearly all actives have a fitted effect of over 55% in size
#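 DMSO vehicle served as the neutral condition. Each well held 2,000 cells given 5-fluorouridine plus compound; after 16 hr at 37 °C/5% CO2, ONE-Glo was added and luciferase measured 30 min later.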
# USP2a block = blocks human ubiquitin-specific protease USP2a; O75604; USP2 core, Ub-CHOP2 coupled fluorogenic reporter, 485/531; Potency, µM (doses to about 38.3 µM), for inactives: top-dose activity change, negative = inhibition, usual class: inhibitors; 330,000 compounds, 0.01% hits;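 further: potency means the concentration at half of the fitted maximal effect; plate controls were DMSO wells for no effect and full inhibition by NEM control for full effect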
#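 Cell-free coupled assay: 10nM USP2 core preincubated 30min RT with compound in Tris-HCl pH 8.0/CaCl2/CHAPS buffer, then 25nM Ub-CHOP2 and 25nM reporter substrate; fluorescence (Ex 485/Em 531) read after 60min RT, normalized to NEM inhibition, concentration-response curves fitted.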
# Eya2 inh = Eya2 (human) phosphatase inhibition. O00167. recombinant Eya2, OMFP fluorescence dephosphorylation (OMFP is methylfluorescein phosphate). Potency, µM (doses to about 76.9 µM), without a hit: top-dose activity, negative = inhibition, usual class: inhibitors. 330,000 compounds, 0.006% hits; further: potency means the concentration at half of the fitted maximal effect; on the % scale 0 is the no-effect control and ±100 the full control effect
# Target sequence (O00167 whole entry, looked up): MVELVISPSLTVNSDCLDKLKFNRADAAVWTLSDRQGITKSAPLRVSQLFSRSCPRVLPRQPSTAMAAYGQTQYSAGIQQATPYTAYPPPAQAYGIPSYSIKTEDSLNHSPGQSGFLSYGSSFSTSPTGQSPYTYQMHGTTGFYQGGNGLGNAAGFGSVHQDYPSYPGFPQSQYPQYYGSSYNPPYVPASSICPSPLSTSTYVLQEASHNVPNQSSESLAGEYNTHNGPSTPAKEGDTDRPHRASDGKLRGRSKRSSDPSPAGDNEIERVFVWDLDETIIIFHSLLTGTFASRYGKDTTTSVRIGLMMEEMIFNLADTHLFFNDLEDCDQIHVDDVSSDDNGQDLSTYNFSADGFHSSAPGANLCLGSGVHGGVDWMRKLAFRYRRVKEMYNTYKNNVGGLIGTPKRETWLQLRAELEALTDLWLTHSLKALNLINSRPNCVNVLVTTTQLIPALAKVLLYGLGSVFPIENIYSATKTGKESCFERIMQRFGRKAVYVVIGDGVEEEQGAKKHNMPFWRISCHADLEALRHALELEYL
#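 Eya2 (0.2 uM) preincubated 10 min at ambient with compound, then OMFP substrate added at 50 uM; 10 min reaction in 50 mM HEPES pH 7.5, 50 mM NaCl, 5 uM MgCl2, 0.05% BSA, 1 mM DTT. Fluorescence read at Ex 485/Em 525 nm.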
# Chronic BCR inh = chronic active BCR signaling inhibition. ABC-DLBCL IkBa-CBG/CBR reporter, luminescence ratio, 4 h. Potency, µM (highest dose often 46.1 µM), for the others: top-dose ratio change, negative = lower green/red ratio, actives largely listed as inhibitors. 340,000 compounds, 0.05% hits; active means well fitted inhibition curve with a large enough effect in the signal ratio, with a control signal flat, not every such curve was filed as active; inconclusive means small, poorly fitted or top-dose-only effect, or effect the other way, or a change in a side signal; the % refers to the signal ratio;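 further: potency means the concentration at half of the fitted maximal effect; plate controls were basal doxycycline-induced cells for no effect and cells given 10 µM MG132 for full effect; MG132 reads +100%, hits lower the ratio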
#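 Cell line TMD8 (human ABC DLBCL), stably expressing tet-inducible CBG68-IkBa fusion and CBR; IMDM/0.5% FBS; cpd up to 46 uM; dox induction, 4 h, 37C/5% CO2; dual luminescence; green/red ratio; MG132 control.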
# TSHR antagonist = human thyrotropin receptor antagonism. TSHR-expressing cells, TSH-stimulated cAMP HTRF, 2 h; active compounds read low. activity change, negative = inhibition, % at 11.5 µM. 330,000 compounds, 0.2% hits. AID 504810;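 active means activity change below a set negative limit, meaning inhibition stronger than a set level, cut at about -70% in these data; inconclusive means activity change between two set negative limits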; further: on the % scale 0 is the no-effect control and ±100 the full control effect
#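 TSHR-expressing cells, 200/well, pre-treated with compound, then stimulated with EC80 TSH (4nM final) for 2 hours at 37 deg C. cAMP measured by competitive HTRF: anti-cAMP cryptate antibody in lysis buffer plus cAMP-d2, read after 30 minutes at room temperature.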
# PTAP TSG101 blk = blocks PTAP/TSG101 interaction to inhibit HIV-1 budding; Potency, µM (top dose mostly 115 µM), inactives show top-dose activity change, negative = inhibition, usual class: inhibitors; Fluorescence polarization, FITC-PTAP peptide / Tsg101 binding; 340,000 tested, under 10 active; AID 493005; active means well fitted inhibition curve with a large enough effect in the main read-out, with a control signal flat, not every such curve was filed as active; inconclusive means small, poorly fitted or top-dose-only effect, or effect the other way, or a change in a side signal; inactive means no such curve, though single readings can be large or run the other way; further: potency means the concentration at half of the fitted maximal effect; % of control where 0% means no effect
#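 Fluorescence anisotropy tracks displacement of a FITC-tagged PTAP peptide (50 nM) from the Tsg101 binding domain (10 uM), following a 20 min room-temperature incubation at pH 7.5.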
# B2AR arrestin = agonists driving beta-arrestin recruitment to human beta2-adrenergic receptor; 330,000 compounds, 0.02% hits; beta-arrestin recruitment to beta2AR, cell-based reporter; Potency, µM (doses to about 46.1 µM), for inactives: at the highest dose activation, usual class: activators; P07550; AID 492947;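 further: potency means the concentration at half of the fitted maximal effect; 0% = DMSO controls and full agonism = EC100 isoproterenol or metaproterenol; nearly all actives have a fitted effect of over 65% in size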
# Target sequence (P07550 whole entry, looked up): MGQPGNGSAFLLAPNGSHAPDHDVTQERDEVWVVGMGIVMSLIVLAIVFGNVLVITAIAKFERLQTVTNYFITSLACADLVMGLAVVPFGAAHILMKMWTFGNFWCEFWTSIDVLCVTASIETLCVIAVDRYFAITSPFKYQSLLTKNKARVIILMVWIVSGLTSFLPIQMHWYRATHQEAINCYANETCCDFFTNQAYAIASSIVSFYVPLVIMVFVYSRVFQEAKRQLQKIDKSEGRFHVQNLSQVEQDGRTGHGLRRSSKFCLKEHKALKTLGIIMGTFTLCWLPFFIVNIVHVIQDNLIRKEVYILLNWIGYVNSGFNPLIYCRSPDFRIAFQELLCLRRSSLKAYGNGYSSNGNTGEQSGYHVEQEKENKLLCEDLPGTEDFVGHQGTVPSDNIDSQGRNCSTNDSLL
# Tb PFK inh = blocks T. brucei phosphofructokinase. T. brucei PFK, ADP-Glo luminescence. Potency, µM (doses to about 57.5 µM), inactives show at the highest dose activity, negative = inhibition, hits mostly inhibitors. 330,000 compounds, 0.17% hits. AID 485367;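 further: potency means the concentration at half of the fitted maximal effect; 0% = uninhibited 1x PFK enzyme wells and -100% = no-enzyme wells; nearly all actives have a fitted effect of over 60% in size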
#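 1.25 nM PFK with 0.5 mM F6P and 0.1 mM ATP in 0.1 M TEA pH 8.0, 5 mM MgCl2, incubated 45 min at room temperature; ADP measured by ADP-Glo luminescence; compounds titrated up to 57 uM.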
# TCR act = activates T cell receptor signaling | 330,000 tested, under 10 active | Potency, µM (series often up to 9.22 µM), without a hit: at the highest dose activation of IL-2 secretion, hits mostly activators | primary human leukocytes, anti-CD3, IL-2 HTRF, 48 h | AID 504894; further: % of control where 0% means no effect
#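 IL-2 release read by HTRF sandwich (Eu cryptate donor, d2 acceptor, 665 nm emission) after 48 hr exposure of primary human leukocytes to compound together with anti-CD3 beads in the absence of co-stimulatory signals.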
# Mito fusion yeast = blocks mitochondrial division or promotes mitochondrial fusion; Potency, µM (highest dose often 46.1 µM), for the others: at the highest dose growth rescue (activation), most hits filed as activators; S. cerevisiae fusion-defective mutant growth rescue, CellTiterGlo 48 h; AID 485298; 320,000 compounds, 0.23% hits;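 further: potency means the concentration at half of the fitted maximal effect; % of control where 0% means no effect; nearly all actives have a fitted effect of over 45% in size; temperature-sensitive fusion mutants such as fzo1-1 at 37 °C on non-fermentable ethanol glycerol medium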
#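 Growth-rescue viability read-out: after 48 h at the non-permissive 37C in glycerol/ethanol YPEG, yeast mitochondrial fusion mutants are measured by CellTiterGlo luminescence; compounds (23 nl pinned per well) restoring growth score as division inhibitors or fusion activators.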
# * marks the source's active call; other numbers are inactive results; ? = inconclusive; nt = no result given; & = joins results of further samples; [ ] = dose if it differs, or a comment. Unless noted, the call rests on the fitted dose curve; in most records, active means well fitted curve in the direction sought with a large enough effect; inconclusive means small, poorly fitted or top-dose-only effect, or another doubt; inactive means no such curve, though single readings can be large; an effect the other way counts as inactive or inconclusive. An unsorted share of the library; overall some 3% were active at least once.
# The opening 4 entries, ahead of the listing:
SMILES,uPA generation,ELG1 DNA repair,USP2a block,Eya2 inh,Chronic BCR inh,TSHR antagonist,PTAP TSG101 blk,B2AR arrestin,Tb PFK inh,TCR act,Mito fusion yeast
CCN(C(=O)COC(=O)CNS(=O)(=O)c1ccc2ccccc2c1)C1CCCCC1,-2%,4%,0%,1%,1%,-4,-5%,0.0%,0%,-2%,5%
COc1ccc(S(=O)(=O)N(C)CC(=O)NCCc2ccccc2)cc1OC,-4%,?,1%,9%,?,-3,0%,0.2%,-3%,-3%,9%
COc1ccccc1S(=O)(=O)N1CCN(S(=O)(=O)c2ccccc2C#N)CC1,-2%,0%,2%,0%,6%,5,-4%,-0.1%,2%,-4%,-4%
CC(Cl)C(=O)c1c(N)n(C)c(=O)n(C)c1=O (configuration not stated),nt,-3%,0%,12%,13%,6,-3%,0.0%,-1%,0%,-3%

# All compounds of this part, from the start:
SMILES,uPA generation,ELG1 DNA repair,USP2a block,Eya2 inh,Chronic BCR inh,TSHR antagonist,PTAP TSG101 blk,B2AR arrestin,Tb PFK inh,TCR act,Mito fusion yeast
CCN(C(=O)COC(=O)CNS(=O)(=O)c1ccc2ccccc2c1)C1CCCCC1,-2%,4%,0%,1%,1%,-4,-5%,0.0%,0%,-2%,5%
COc1ccc(S(=O)(=O)N(C)CC(=O)NCCc2ccccc2)cc1OC,-4%,?,1%,9%,?,-3,0%,0.2%,-3%,-3%,9%
COc1ccccc1S(=O)(=O)N1CCN(S(=O)(=O)c2ccccc2C#N)CC1,-2%,0%,2%,0%,6%,5,-4%,-0.1%,2%,-4%,-4%
CC(Cl)C(=O)c1c(N)n(C)c(=O)n(C)c1=O (configuration not stated),nt,-3%,0%,12%,13%,6,-3%,0.0%,-1%,0%,-3%
Cc1nnc(N2C(=O)C(=O)/C(=C(/O)c3ccc4c(c3)CC(C)O4)C2c2ccccc2F)s1 (configuration not stated),-2%,?,-2%,3%,3%,-15,-3%,-0.9%,2%,7%,-2%
CC(=O)Nc1ccc(-c2sc(Nc3cccc4ccccc34)n[n+]2-c2ccccc2)cc1,-5%,14%,-1%,-10%,22%,-3,0%,-1.2%,-2%,5%,2%
C/C(N)=C(/C#N)C(=O)CSc1nnc(Nc2cccc(C)c2C)s1,-4%,?,1%,-3%,-21%,-6,-5%&2%,-0.8%,-9%,-9%&3%,1%
Cc1ccc(NS(=O)(=O)c2ccc3c(c2)CC(=O)N3)cc1F,0%,3%,2%,15%,-1%,-1,0%,-0.9%,1%,-3%,2%
O=C(Nc1ccc2c(c1)CCC2)c1ccccc1,?,?,3%,7%,?,-2,0%,12%,-7%,2%[46.1 µM],12%
NC(=O)CC(NC(=O)Cc1cccc2ccccc12)c1ccc(NCCc2ccc(F)cc2)c([N+](=O)[O-])c1 (configuration not stated),8%,-5%,1%,-3%,1%,-5,5%,0.0%,-7%,1%,2%
CCCC(C)C(=O)Nc1nc(C)c(-c2csc(Nc3ccccc3OC)n2)s1 (configuration not stated),8%,?,-1%,-11%,2%,1,nt,0.3%,4%,6%,2%
Cc1c(CCOC(=O)CC23CC4CC(CC(C4)C2)C3)sc[n+]1Cc1ccccc1,-5%,9%,-3%,-1%,?,10,0%,-2.6%,3%,nt,-2%
COc1cc(CO)ccc1OCc1ccc(Cl)nc1,-7%,?,0%,6%,?,1,-2%,-0.6%,3%,1%,-1%
COc1ccc(-n2cnc3ccccc3c2=O)c([N+](=O)[O-])c1,?,-12%,0%,8%,1%,1,-6%,-0.1%,-1%,-6%,-1%
O=Cc1c(NCc2ccccc2Cl)c2ccccc2[nH]c1=O,-3%,-4%,-2%,-3%,-1%,-7,-3%,-1.6%,-1%,9%,-5%
CC(C)NC(=O)NNC(=O)c1nn(-c2ccc(F)cc2)ccc1=O,2%,-11%,2%,-8%,-10%,3,-1%,0.1%,6%,-1%,2%
CC(=O)Nc1ccc(N/C(N)=N/c2nc(C)cc(C)n2)cc1,-1%,17%,2%,1%,0%,3,-2%,-0.2%,-1%,-5%,20%
Cc1ccc(/C=N/NC(=O)c2ccoc2C)s1,5%,?,2%,-3%,?,2,-1%,-1.3%,-5%,5%[46.1 µM],-7%
COCCn1c(SCc2cccc([N+](=O)[O-])c2)nc2ccccc2c1=O,5%,-21%,-1%,-1%,1%,-6,-6%,0.3%,-5%,-3%,12%
Cc1[nH]c(=O)c(S(=O)(=O)c2ccccc2)c(C)c1Cl,-7%,-1%,0%,1%,0%,21,-5%,-0.3%,8%,-5%,17%
Cc1ccc(C(=O)CSc2nnc3ccccn23)c(C)c1,-4%,?,-1%,3%,0%,-1,-1%,0.1%,2%,3%,5%
CC(=O)N=c1sccn1CC(O)c1ccccc1 (configuration not stated),-9%,1%,5%,15%,2%,17,-2%,0.1%,17%,-6%,18%
Cc1cc(Nc2ccccc2)nn1C(=O)c1ccc(Br)cc1,-3%,2%,-2%,15%,?,-4,2%,0.1%,1%,-10%,15%
Cc1sc(NC(=O)C2CCCCC2C(=O)O)c(C(N)=O)c1-c1ccc(C(C)(C)C)cc1 (configuration not stated),0%,?,3%,9%,5%,-6,-9%,0.3%,-7%,13%,6%
CCC(C(=O)NCc1ccncc1)c1ccccc1 (configuration not stated),3%,9%,1%,3%,8%,2,-3%,-1.0%,9%,14%,1%
# (list continues)
SMILES,uPA generation,ELG1 DNA repair,USP2a block,Eya2 inh,Chronic BCR inh,TSHR antagonist,PTAP TSG101 blk,B2AR arrestin,Tb PFK inh,TCR act,Mito fusion yeast
CCCn1c(C(O)c2ccc3c(c2)OCO3)nc2ccccc21 (configuration not stated),-10%,-19%,-1%,15%,3%,2,-3%,-0.7%,0%,0%,4%
Cc1ccc2oc(C(=O)NCCC3CCCCO3)c(C)c2c1 (configuration not stated),1%,?,1%,-5%,?,-8,-1%,0.4%,1%,2%,8%
Cn1cnnc1SCC(=O)Nc1cc(S(=O)(=O)N2CCCCC2)ccc1Cl,-2%,-9%,3%,0%,-5%,23,2%,-1.2%,-14%,-4%,2%
O=C(NCC1CCCO1)c1ccccc1OCc1ccc(Cl)cc1 (configuration not stated),-7%,-22%,1%,-13%,-1%,-17,-1%,-0.2%,-7%,6%,8%
COC(=O)c1cc(S(=O)(=O)NCCCc2ccco2)c[nH]1,0%,-1%,4%,-12%,-11%,2,-4%,-0.4%,0%,-1%,3%
CC1CCCCC1NC(=O)COc1ccc(C#N)cc1 (configuration not stated),-1%,?,2%,-5%,-1%,30,-10%,0.2%,?,1%[46.1 µM],nt
CCOc1cccc2c1OC1(C)CC2NC(=O)N1c1ccc(OC)cc1 (configuration not stated),3%,6%,2%,2%,0%,-4,-5%,-0.2%,-3%,-6%,-6%
CC(C)(CO)NCc1c(OCc2ccc(Cl)cc2)ccc2ccccc12,-10%,-5%,-1%,2%,?,-1,-5%,-0.4%,0%,-5%,-13%
O=C(CCCN1C(=O)CCC1=O)Nc1ccc2c(c1)OCO2,0%,29%,1%,5%,?,4,1%,0.2%,-1%,0%,-3%
CN(Cc1ccccc1F)c1nc(-c2cccs2)nc2ccccc12,-3%,-12%,-6%,3%,?,39,-2%,-1.2%,2%,-4%[46.1 µM],?
CCN(CC)C(=O)C1CCN(C(=O)c2oc3ccc(C)cc3c2C)CC1,4%,0%,0%,0%,-16%,13,0%,-0.5%,0%,-4%,-8%
